High-throughput results from PubChem.
TRPC6 inhibitor: mouse TRPC6 channel inhibitors, primary screen, cell-based, HEK293, membrane potential dye | ACh-evoked depolarization; hits give low values | B-score at 10 µM | actives 1.1% (n = 310,000) | AID 2553, 2010;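 active means B-score under library mean minus 3 SD, initial fluorescence not abnormally high, positive integrated signal ratio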;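 further: B-score derived from integrated fluorescence ratio over the kinetic read; more negative B-score means stronger inhibition of depolarization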
TRPC4 inh: inhibitors of mouse TRPC4 channel, primary screen, Fluo4 calcium, HEK293 TRPC4beta/mu-opioid cells; Short transient receptor potential channel 4 (Mus musculus), Q9QUQ5; DAMGO-evoked Fluo4 calcium flux; hits give low values; B-score at 10 µM; actives 0.39% (n = 300,000);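 active means B-score over 3 SD under the library average, no early fluorescence shift, positive overall ratio signal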
Target sequence (Q9QUQ5 whole entry, looked up): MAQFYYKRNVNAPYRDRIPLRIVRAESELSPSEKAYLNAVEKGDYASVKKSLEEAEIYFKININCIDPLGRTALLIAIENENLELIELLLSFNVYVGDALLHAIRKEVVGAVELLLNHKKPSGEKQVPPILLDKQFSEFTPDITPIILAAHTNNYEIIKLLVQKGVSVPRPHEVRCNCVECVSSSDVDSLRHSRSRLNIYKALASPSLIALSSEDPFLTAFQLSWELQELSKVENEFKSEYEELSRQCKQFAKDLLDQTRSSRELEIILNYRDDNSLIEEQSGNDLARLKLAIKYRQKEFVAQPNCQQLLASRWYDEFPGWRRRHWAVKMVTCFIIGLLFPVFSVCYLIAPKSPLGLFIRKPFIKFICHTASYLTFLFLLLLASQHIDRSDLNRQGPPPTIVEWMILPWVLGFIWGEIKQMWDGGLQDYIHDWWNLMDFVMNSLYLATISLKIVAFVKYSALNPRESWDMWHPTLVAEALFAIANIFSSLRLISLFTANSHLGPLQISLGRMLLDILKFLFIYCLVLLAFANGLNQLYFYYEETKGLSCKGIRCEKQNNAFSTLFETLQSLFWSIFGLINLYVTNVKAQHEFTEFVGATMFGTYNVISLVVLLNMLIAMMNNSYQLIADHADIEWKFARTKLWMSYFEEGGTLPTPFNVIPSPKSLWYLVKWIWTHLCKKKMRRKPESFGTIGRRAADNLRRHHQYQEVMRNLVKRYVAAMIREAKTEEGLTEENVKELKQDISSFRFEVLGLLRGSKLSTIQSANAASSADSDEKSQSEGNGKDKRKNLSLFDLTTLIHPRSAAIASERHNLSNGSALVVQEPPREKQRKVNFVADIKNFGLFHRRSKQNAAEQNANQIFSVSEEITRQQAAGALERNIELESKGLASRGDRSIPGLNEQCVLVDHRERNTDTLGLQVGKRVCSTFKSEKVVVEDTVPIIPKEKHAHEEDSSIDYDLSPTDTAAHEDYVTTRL
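Material: HEK293 cells with stable TRPC4beta plus mu-opioid receptor expression; probe or stimulus: DAMGO in two steps, submaximal then maximal; technique: Fluo4 calcium fluorescence by kinetic imaging, 5 s 1 Hz baseline; measure: integrated fluorescence ratio relative to baseline, converted to per-well B score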
MrgX1 ag: agonists of human MrgX1 receptor, primary screen, HEK293 cells, Fluo-4 calcium flux; Fluo-4 calcium fluorescence, agonist mode; hits give high values; B-score at 10 µM; actives 0.44% (n = 310,000); AID 588627, 2011;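 active means calcium response B-score plate-corrected fluorescence ratio at least 3 library SD, with starting fluorescence B-score inside 5 SD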
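System – MrgX1-expressing HEK293 cells · Incubation – cells plated overnight, dye loaded 0.5 h 37 °C, 0.5 h room temperature · Technique – kinetic Fluo-4 NW fluorescence of intracellular calcium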
SKKanGAS inh: S. pyogenes SKKanGAS growth inhibitors in kanamycin, primary screen, streptokinase expression inhibitor project, SKKanGAS strain, BacTiter-Glo luminescence; 6 h; inhibition, % at 7.5 µM; actives 1.3% (n = 300,000); AID 1662, 2009;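 active means mean replicate score, as percent of positive control median, at least 50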;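 further: strain carries kanamycin resistance gene driven by streptokinase promoter and grows in 40 µg/ml kanamycin; loss of luminescence reflects streptokinase promoter inhibition or plain growth inhibition; 0% = median of DMSO wells and 100% = positive control at its reference dose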
Platelet DG rel: inhibitors of platelet dense granule secretion, primary screen, cell-based, MLPCN, human platelets | actives 0.22% (n = 300,000) | human platelet-rich plasma, SFLLRN dense granule ATP release, luminescence | inhibition, %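 (compounds screened at 7.5 µM in platelet-rich plasma)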 | AID 1663, 2009;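 active means mean replicate score, as percent of positive control, at or above 50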
MrgX1 PAM: positive allosteric modulators of MrgX1, primary screen, HEK293 cells, Fluo-4 calcium flux; Mas-related G-protein coupled receptor member X1 (Homo sapiens), Q96LB2; FDSS; hits give high values; B-score at 10 µM; actives 0.63% (n = 310,000); AID 588675, 2011;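 active means plate-corrected calcium response at least 3 library SD above typical, normal starting fluorescence, not activating the receptor alone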;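 further: compound read alongside a low EC10 to EC30 dose of BAM8-22 agonist; peak minus trough fluorescence over baseline measured at the second addition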
HIF act: HIF pathway transcriptional activators, primary screen, cell-based, U2OS HRE-luciferase, luminescence; U2OS HRE-luciferase reporter; normalized: DMSO 0%, desferrioxamine 100%; activation, % at 7.5 µM (by protocol); actives 0.32% (n = 300,000); AID 1910, 2009;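 active means mean activation of at least 10% of the iron chelator positive control signal, with at least half of replicates also reaching 10%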
RGS4 inh: RGS4 inhibitors, primary screen, cell-based, HEK293 M3R inducible RGS4, calcium flux. Regulator of G-protein signaling 4 (Homo sapiens), P49798. Fluo-4 calcium flux; hits give high values; triggered by carbachol at its EC20. B-score at 10 µM. actives 0.45% (n = 310,000). AID 463165, 2010;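 active means B-score, a plate-corrected calcium signal, over three deviations above library mean, with baseline fluorescence within five deviations of library mean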;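 further: RGS4 expression induced by doxycycline in cells with stable M3 receptor; B-score is computed from the integrated fluorescence ratio over baseline after carbachol; higher B-score means a larger calcium signal and so more RGS4 inhibition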
MrgX1 antag: antagonists of human MrgX1 receptor, primary screen, HEK293 cells, Fluo-4 calcium flux; Mas-related G-protein coupled receptor member X1 (Homo sapiens), Q96LB2; BAM8-22 antagonism; hits give low values; B-score at 10 µM; actives 1.3% (n = 310,000); AID 588676, 2011;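 active means calcium-response B-score plate-corrected more than 3 library SD below zero, starting fluorescence within 5 deviations, no agonist response on first addition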;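 further: peak minus trough fluorescence over baseline after final BAM8-22 challenge near maximal dose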
RGS4 act: RGS4 potentiators or activators, primary screen, cell-based, HEK293 M3R inducible RGS4, calcium flux | AID 463111, 2010 | carbachol calcium flux Fluo4; hits give low values | actives 0.92% (n = 310,000) | B-score at 10 µM;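 active means B-score of the integrated calcium signal more than 4 SD below the library mean, with starting fluorescence not abnormally high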;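 further: negative B-score means reduced calcium response which marks RGS4 activation or potentiation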
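Assay system: Inducible-RGS4 HEK293 cells carrying M3 receptor | Schedule: Compound preincubation 20 min at room temperature before agonist | Signal: Kinetic calcium fluorescence imaging with Fluo4-AM dye, 2 µM | Read-out basis: B score from integrated fluorescence ratio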
TRPC6 act: mouse TRPC6 channel activators, primary screen, cell-based, HEK293, membrane potential dye | Short transient receptor potential channel 6 (Mus musculus), Q61143 | HEK293-TRPC6 membrane potential dye fluorescence; hits give high values | B-score at 10 µM | actives 0.13% (n = 310,000);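 active means B-score of the integrated fluorescence ratio above library mean plus 3 SD, and starting fluorescence ratio within library mean plus 5 SD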;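 further: higher score means more depolarization so channel activation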
* marks the source's active call; other numbers are inactive results; i = inactive; / = no result given.

SMILES | TRPC6 inhibitor | TRPC4 inh | MrgX1 ag | SKKanGAS inh | Platelet DG rel | MrgX1 PAM | HIF act | RGS4 inh | MrgX1 antag | RGS4 act | TRPC6 act
O=S(=O)(NCC(c1cccnc1)N1CCN(c2ccccc2)CC1)c1cc(F)ccc1F (configuration not stated) | i | i | i | 2 | -4 | i | -0.1 | i | i | i | i
O=C(NCCc1ccccc1)C(=O)NCC1OCCN1S(=O)(=O)c1cc(F)ccc1F (configuration not stated) | i | i | i | -4 | 19 | i | -0.2 | i | i | i | i
C=CCNC(=O)C1CCN(c2nc(C)cc(-c3ccccc3)n2)CC1 | i | i | i | -5 | 6 | i | 2.3 | i | i | i | i
CO[C@@H]1O[C@@H]2COC(c3ccccc3)O[C@@H]2[C@@H](OC)[C@@H]1O (some centres not stated) | i | i | i | -3 | 1 | i | -0.4 | i | i | i | i
CSc1ccccc1C(=O)Nc1cccc(C(C)=O)c1 | i | i | i | 1 | -3 | i | 0.0 | i | i | i | i
Cc1ccc(-c2nnc(SCC(=O)N/N=C/c3ccc(C)s3)n2-c2ccc(C)cc2)cc1 | i | i | i | 12 | 0 | i | 0.0 | i | i | i | i
O=C(OCC(=O)N1CCCc2ccccc21)c1cc(Cl)ccc1O | i | i | i | 1 | 15 | i | -0.1 | i | i | i | i
COc1cccc(CN2CCNC(=O)C2CC(=O)NCCOc2cccnc2)c1OC (configuration not stated) | i | i | i | 7 | 2 | i | -0.6 | i | i | i | i
Cc1cccc(C)c1NC(=O)N1CCCCCCC1 | i | i | i | / | 3 | i | -0.4 | i | i | i | i
COCCOc1ccc(C(F)(F)F)cc1NC(=O)c1ccc(C(F)(F)F)cc1 | i | i | i | 3 | -13 | i | -0.6 | i | i | i | i
COc1ccc(S(=O)(=O)N(C)CC(=O)NCc2ccccn2)cc1 | i | i | i | -1 | -7 | i | 0.7 | i | i | i | i
CCOC(=O)CN1C(=O)C(O)(CC(=O)c2ccco2)c2ccccc21 (configuration not stated) | i | i | i | 4 | 1 | i | -0.1 | i | i | i | i
COc1cc([N+](=O)[O-])ccc1NC(=S)NNC(=O)c1ccc2c(c1)OCO2 | i | i | i | 26 | 6 | i | 0.9 | i | i | i | i
COc1ccc(-c2c(-c3ccc(O)cc3O)n[nH]c2C(F)(F)F)cc1 | i | i | i | -17 | -9 | i | -0.2 | 10* | i | i | i
COCCNC(=O)CN1CCC(n2c(C)nc3cc(C(F)(F)F)ccc32)CC1 | i | i | i | -1 | 2 | i | 0.0 | i | i | i | i
O=C(NCc1cccnc1)C(=O)N/N=C/c1ccc([N+](=O)[O-])cc1 | i | i | i | -8 | 0 | i | 0.0 | i | i | i | i
O=C(CCNC(=O)c1ccco1)NCCc1ccc(Cl)cc1 | i | i | i | -3 | -1 | i | -0.3 | i | i | i | i
CCOc1ccc(NC(=O)/C=C/c2ccc(OC)cc2)c([N+](=O)[O-])c1 | i | i | i | -5 | 4 | i | -0.5 | i | i | i | i
Cc1ccc(S(=O)(=O)CCC(=O)OCc2ccc(S(=O)(=O)C(C)C)cc2)cc1 | i | i | i | -9 | 1 | i | -0.9 | i | i | i | i
CCOc1ccc(-n2c(SCC(=O)Nc3ccc(Br)cc3)nc3n[nH]c(C)c3c2=N)cc1 | i | i | i | -16 | 11 | i | -0.6 | i | i | i | i
S=C(Nc1ccccc1)N1CCC(C2CCN(C(=S)Nc3ccccc3)CC2)CC1 | i | i | i | -4 | -6 | i | 0.5 | i | i | i | i
COc1ccc(S(=O)(=O)NNC(=O)c2ccc(-n3c(C)ccc3C)cc2)cc1 | i | i | i | 0 | -14 | i | 0.1 | i | i | i | i
O=C(CSc1nc2ncc(Br)cc2[nH]1)c1cccc([N+](=O)[O-])c1 | i | i | i | 1 | 0 | i | 0.0 | i | i | i | i
O=C(Nc1ccccc1)Nc1cccc2nsnc12 | i | i | i | 5 | 10 | i | 11* | i | i | i | i

Gathered by group, the compounds so far with a furan ring, fused or not (two)
SMILES | TRPC6 inhibitor | TRPC4 inh | MrgX1 ag | SKKanGAS inh | Platelet DG rel | MrgX1 PAM | HIF act | RGS4 inh | MrgX1 antag | RGS4 act | TRPC6 act
CCOC(=O)CN1C(=O)C(O)(CC(=O)c2ccco2)c2ccccc21 (configuration not stated) | i | i | i | 4 | 1 | i | -0.1 | i | i | i | i
O=C(CCNC(=O)c1ccco1)NCCc1ccc(Cl)cc1 | i | i | i | -3 | -1 | i | -0.3 | i | i | i | i

Next compounds.
SMILES | TRPC6 inhibitor | TRPC4 inh | MrgX1 ag | SKKanGAS inh | Platelet DG rel | MrgX1 PAM | HIF act | RGS4 inh | MrgX1 antag | RGS4 act | TRPC6 act
Cc1ccc(C(=O)Nc2ccnc(-c3ccncc3)n2)cc1 | i | i | i | -5 | 4 | i | 0.2 | i | i | i | i
COC(=O)c1sc(NC(=S)NC(=O)c2ccc(F)cc2)nc1C | i | i | i | -5 | -8 | i | 0.6 | i | i | i | i
COc1cc(C(=O)COC(=O)c2cc([N+](=O)[O-])ccc2N2CCOCC2)ccc1OC(F)F | i | i | i | -5 | -5 | i | 0.2 | i | -6.2* | i | i
CCCNC(=O)CS(=O)(=O)c1ccccc1 | i | i | i | 1 | 10 | i | 0.1 | i | i | i | i
O=S(=O)(CCSc1nc2ccccc2o1)c1nc2ccccc2s1 | i | i | i | 2 | 17 | i | 7.2 | i | i | i | i
COc1ccc(C2=C/C(=C/c3cccnc3)C(=O)O2)cc1OC | i | i | i | -12 | 0 | i | -0.2 | i | i | i | i
Cc1cc(C)nc(N/N=C/c2ccccc2OCc2ccc(Cl)cc2)n1 | i | i | i | -3 | -14 | i | 3.1 | i | i | i | i
COc1cc(OC)cc(C(=O)Nc2cccc(NC(=O)c3cc(OC)cc(OC)c3)n2)c1 | i | i | i | 3 | 7 | i | -0.6 | i | i | i | i
CC1=C(C(=O)Nc2ccccn2)C(c2ccc(Br)cc2)n2ncnc2N1 (configuration not stated) | i | i | i | 10 | -3 | i | 0.6 | i | i | i | i
COCCN(C(=O)CCC(=O)Nc1nccs1)C(C(=O)NC(C)(C)C)c1ccc(C)cc1 (configuration not stated) | i | i | i | -1 | -12 | i | 0.2 | i | i | i | i
Cn1cnnc1SCc1ccc(C(=O)N=Nc2c(O)n(Cc3ccc(Cl)cc3)c3ccccc23)cc1 | i | i | i | 57* | 1 | i | 1.6 | i | i | i | i
Cc1ccc(-n2cccn2)c(CN2CCCC(CNC(=O)c3ccc(F)cc3)C2)c1 (configuration not stated) | i | i | i | -3 | 1 | i | 0.0 | i | i | i | i
Cc1ccc2oc(-c3ccc(C)c(NC(=O)Cc4cccs4)c3)nc2c1 | i | i | i | 6 | 1 | i | 0.6 | i | i | i | i
C/C=C\C(=O)Nc1cccc(C2=NOC3(C2)C[C@H](C(N)=O)N(C(=O)[C@H]2CCC(=O)N2)C3)c1 (some centres not stated) | i | i | i | 2 | 3 | i | -0.2 | i | i | i | i
Cc1ccc(C(=O)O)cc1NC(=O)CCc1ccccc1 | i | i | i | 7 | -1 | i | -0.1 | i | i | i | i
Cc1ccc(NC(=S)N(CCCN2CCOCC2)Cc2ccccn2)cc1 | i | i | i | -4 | 2 | i | 0.1 | i | i | i | i
CC(C)(C)NC(=O)COc1ccc(CNCc2cccs2)cc1 | i | i | i | 4 | -2 | i | 0.0 | i | i | i | i
COc1ccc(OC)c(NC(=O)CSc2nnc(-c3cnccn3)n2C)c1 | i | i | i | 1 | -9 | i | 0.5 | i | i | i | i
CS(=O)(=O)N1CCC2(CC1)OCCN2S(=O)(=O)c1ccccc1 | i | i | i | -3 | 3 | i | 1.2 | i | -6.9* | i | i
CCOC(=O)C1CCN(c2ncnc3c2cnn3C)CC1 | i | i | i | -4 | -11 | i | -61 | i | i | i | i
COc1ccc(Cc2n[nH]c(=S)n2Cc2ccccc2)cc1Cl | i | i | i | 1 | -2 | i | -0.4 | i | i | i | i
CCN(C(=N)N=C(N)N)c1ccccc1 | i | i | i | -5 | -8 | i | -0.1 | i | i | i | i
CCc1ccc(CCC(=O)Nc2ccc(C)cc2C)o1 | i | i | i | 2 | 0 | i | 0.6 | i | i | i | i
Cc1ccc(-c2n[nH]c(=S)n2/N=C/C=C\c2ccccc2[N+](=O)[O-])cc1 | i | i | i | 8 | -15 | i | -0.1 | i | i | i | i
CCOc1cccc(-c2nc(C(N)=O)c3[nH]c(=O)n(-c4cccc(Cl)c4)c3n2)c1O | i | i | i | 23 | -4 | i | -0.1 | i | i | i | i
Cc1nnc(Oc2ccccc2F)c2ccccc12 | i | i | i | -4 | 3 | i | 2.1 | i | -6* | i | i
[O-]/[N+](=C\C=C\c1ccccc1)c1ccccc1 | i | i | i | 4 | 18 | i | 3.9 | i | i | i | i
CCN(CC)C(=O)c1sc2nc(-c3ccc(OC)cc3)cn2c1C | i | i | i | -4 | 4 | i | 3.2 | i | i | i | i
CCC(=O)NNc1nc2c(F)cc(F)cc2s1 | i | i | i | -2 | 4 | i | 0.0 | i | i | i | i
CCc1ccc(S(=O)(=O)Nc2c(C)nn(C)c2C)cc1 | i | i | i | -6 | 6 | i | 0.1 | i | i | i | i
O=C(O)/C=C/C(=O)c1ccc(O)cc1 | i | i | i | -7 | 7 | i | 0.3 | i | i | i | i
CC(=O)c1ccc(NC(=O)C2CCCN2S(=O)(=O)c2ccc(C)cc2)cc1 (configuration not stated) | i | i | i | -13 | 1 | i | 0.1 | i | i | i | i
Cc1ccc(S(=O)(=O)N2CCC(=O)N(C(COCc3ccc(Cl)cc3)Cc3ccccc3)CC2)cc1 (configuration not stated) | i | i | i | 2 | 0 | i | -0.4 | i | i | i | i
O=C(Nc1ccc(S(=O)(=O)NCc2ccco2)cc1)c1ccc2ccccc2n1 | i | i | i | 20 | 0 | i | 1.7 | i | i | i | i
